UBC13 inh: human UBC13 polyubiquitination inhibition; AID 485273; inhibition, % at 20 µM; 330,000 compounds, 0.47% hits; P61088; UBC13 polyubiquitin chain formation, TR-FRET; in the data active means inhibition above about 45%, passing the limit was not always enough
SENP8 block: blocks the human protease SENP8; 330,000 compounds, 1.2% hits; Q96LD8; inhibition, % at 10 µM; purified SENP8, Z-RLRGG-aminoluciferin cleavage, luminescence
Jurkat NFkB inh: lowers PMA/ionomycin-induced NF-kB signal in Jurkat cells. PMA/ionomycin-induced NF-kB luciferase reporter, luminescence. inhibition, % at 4 µM. 330,000 compounds, 0.53% hits
CCR6 antagonist: CCR6 (human) receptor antagonism; P51684; 340,000 compounds, 0.49% hits; AID 493098; CHO-K1 CCR6 PathHunter beta-arrestin, luminescence, CCL20-stimulated; inhibition, % at 20 µM;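 active means compounds whose inhibition of the agonist-driven luminescence signal at 20 µM reaches about 50%, limit read from the data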;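 further: cells stimulated with CCL20 at 14 nM final; plate controls were DMSO with CCL20 for no effect and DMSO without agonist for full effect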
EBI2 antag: antagonists of human EBI2 receptor | EBI2 beta-arrestin recruitment, luminescence, 7a,25-OHC stimulated | inhibition, % at 5 µM | 360,000 compounds, 0.81% hits | AID 651636; in the data active means inhibition above about 38%;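 further: enzyme fragment complementation signal reports receptor beta-arrestin coupling in cells; 0% = agonist plus DMSO wells and 100% = wells without agonist; some results beyond the cut were filed as inactive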
Apaf-1 inh: blocks human Apaf-1 apoptosome activity; O14727; reconstituted apoptosome caspase-3 activity, DEVD-Rh110 fluorescence; inhibition, % at 20 µM; 330,000 compounds, 0.71% hits; AID 489030; active means inhibition of at least 40% at 20 µM;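 further: plate controls were DMSO wells for no effect and DEVD-CHO caspase inhibitor wells for full effect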
Target sequence (O14727 whole entry, looked up): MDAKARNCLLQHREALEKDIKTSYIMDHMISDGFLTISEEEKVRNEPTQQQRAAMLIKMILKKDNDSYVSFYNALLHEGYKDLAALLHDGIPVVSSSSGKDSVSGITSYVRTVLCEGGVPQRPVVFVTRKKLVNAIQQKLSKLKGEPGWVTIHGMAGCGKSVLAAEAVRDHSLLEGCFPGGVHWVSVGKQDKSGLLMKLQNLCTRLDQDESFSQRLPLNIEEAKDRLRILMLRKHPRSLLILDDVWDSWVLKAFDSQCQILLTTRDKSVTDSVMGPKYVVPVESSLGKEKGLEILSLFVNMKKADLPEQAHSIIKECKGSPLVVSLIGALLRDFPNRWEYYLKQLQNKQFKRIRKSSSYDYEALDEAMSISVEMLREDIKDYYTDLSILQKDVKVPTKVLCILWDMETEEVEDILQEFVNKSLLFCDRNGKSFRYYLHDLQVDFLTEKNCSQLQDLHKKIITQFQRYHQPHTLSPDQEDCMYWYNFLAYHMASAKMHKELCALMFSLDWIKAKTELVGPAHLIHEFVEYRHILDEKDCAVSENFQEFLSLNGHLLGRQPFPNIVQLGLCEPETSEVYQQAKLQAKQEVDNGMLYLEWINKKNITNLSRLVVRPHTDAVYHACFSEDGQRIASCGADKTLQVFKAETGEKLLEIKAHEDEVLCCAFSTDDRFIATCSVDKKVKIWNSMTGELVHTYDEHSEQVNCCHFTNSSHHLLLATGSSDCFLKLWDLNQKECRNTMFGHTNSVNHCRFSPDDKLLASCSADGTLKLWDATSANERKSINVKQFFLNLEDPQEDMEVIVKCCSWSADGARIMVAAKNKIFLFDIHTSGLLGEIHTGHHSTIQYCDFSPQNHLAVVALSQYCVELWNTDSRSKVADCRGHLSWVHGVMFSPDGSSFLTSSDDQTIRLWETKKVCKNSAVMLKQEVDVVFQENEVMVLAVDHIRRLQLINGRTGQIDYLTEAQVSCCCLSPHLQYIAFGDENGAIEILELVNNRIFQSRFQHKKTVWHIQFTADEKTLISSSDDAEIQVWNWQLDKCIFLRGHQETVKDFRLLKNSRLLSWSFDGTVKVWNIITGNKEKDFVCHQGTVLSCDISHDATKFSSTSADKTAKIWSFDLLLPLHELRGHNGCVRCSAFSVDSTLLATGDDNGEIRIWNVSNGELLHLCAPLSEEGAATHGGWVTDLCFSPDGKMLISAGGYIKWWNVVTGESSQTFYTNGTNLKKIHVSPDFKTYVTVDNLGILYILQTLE
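detection = Rh110 fluorescence intensity | test system = biochemical Apaf-1 apoptosome reconstitution | also added = cytochrome c and DEVD-Rh110 substrate | schedule = 30 min plus 50 min, RT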
697 NFkB inh: inhibitors of the PMA/ionomycin-induced NF-kB reporter in 697 B cells. 697 B-cell NF-kB luciferase reporter, 16 h. inhibition, % at 4 µM. 330,000 compounds, 0.33% hits. AID 435022; in the data active means inhibition above about 35%
Gli-Sufu antag: antagonists of Gli-Sufu signaling; inhibition, % at 5 µM; 340,000 compounds, 0.74% hits; Sufu-KO-LIGHT fibroblasts, Gli luciferase reporter luminescence;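 active means inhibition above about 55%, limit read from the data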;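 further: 0% = DMSO-treated cells and 100% = wells with medium but no cells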
* marks the source's active call; other numbers are inactive results. Unless noted, no stated cut-off is given here; in the data, active means inhibition above about 50%; inactive means the rest.

No.	SMILES	UBC13 inh	SENP8 block	Jurkat NFkB inh	CCR6 antagonist	EBI2 antag	Apaf-1 inh	697 NFkB inh	Gli-Sufu antag
1	COc1ccc(N2C(=O)CC(Sc3nc4c(cc3C#N)CCC4)C2=O)cc1 (stereo not drawn)	1	9	-13	-2	11	-2	9	15
2	O=C1c2ccccc2C(=O)N1CCCc1nc2ccccc2c(=O)n1CCCn1ccnc1	-13	-14	-5	10	4	0	-1	8
3	COc1ccc(-c2nc3n(c2C)Cc2ccccc2-3)cc1	-7	-3	-28	2	13	-6	-8	-54
4	Cc1cc(OCC[N+]2(C)CCCCC2)nc2ccccc12	9	4	5	-2	-12	8	14	4
5	CCC(=O)c1ccc(OCC(=O)N2CCN(C(=O)c3ccccc3)CC2)cc1	-3	-22	-10	0	21	1	17	1
6	CCOC(=O)CC1C(=O)NCCN1C(=O)NC1CCCCC1 (stereo not drawn)	-2	-7	10	-29	0	1	-3	1
7	COc1cccc(N2CCN(CC(=O)NC(=O)NC3CCCCC3)CC2)c1	1	9	-6	4	-11	14	20	-1
8	O=C(Nc1ccccc1Cl)N(Cc1nc2ccccc2c(=O)[nH]1)Cc1cccs1	7	-16	-3	19	0	14	-49	-2
9	CN(C)/C=C(\C#N)S(=O)(=O)c1ccccc1	-3	-9	-13	-8	2	-3	0	5
10	Cc1nc(CSc2ccc(Br)cc2)cs1	5	-1	-13	8	6	3	-15	-15
11	CCc1ccc(NC(=O)/C(C#N)=C\c2ccc(OC)c(C(=O)O)c2)cc1	-3	-11	-4	-5	-3	3	0	1
12	COC(=O)c1c(-c2c(Cl)cccc2Cl)noc1NC(=O)N(C)C	-9	5	-12	1	0	-8	-5	2
13	CSc1ccccc1NC(=O)CNCCCN1CCOCC1	-2	-1	-12	5	-10	5	-2	-8
14	CC(=O)Nc1ccc(S(=O)(=O)Nc2ccccc2N2CCOCC2)cc1	-2	8	10	8	-7	-1	5	-6
15	Cc1cc(C)c(S(=O)(=O)NNC(=O)C2CCN(Cc3ccccc3)CC2)c(C)c1	5	8	5	-6	-3	4	26	-4
16	O=C(O)c1cc(S(=O)(=O)NC2CCCc3ccccc32)ccc1O (stereo not drawn)	2	5	-6	5	-10	4	7	-13
17	CCOC(=O)c1ccc(N2Cc3ccccc3C2)cc1O	0	20	-33	-5	-2	4	14	-4
18	COc1cc(/C=C/C(=O)OCC(=O)NCc2ccco2)ccc1O	2	13	22	-10	-5	0	-1	17
19	CCOc1ccc2nc(SCC(=O)N(CC(C)C)c3c(N)n(Cc4ccccc4)c(=O)[nH]c3=O)[nH]c2c1	4	3	10	3	1	8	13	14
20	O=C(Nc1ccc(F)cc1F)c1ccc(-n2cncn2)nc1	-14	-6	-20	2	2	2	-1	-2
21	NC(=O)CSc1nnc(NC(=O)c2cccc(S(=O)(=O)N3CCCCC3)c2)s1	8	1	11	14	5	8	8	3
22	COc1ccc(C(=O)N/N=C/c2cc3ccccc3[nH]c2=S)cc1	-41	3	16	9	4	-4	36*	5
23	COCCOC(=O)C1=C(C)NC2=C(C(=O)CCC2)C1c1cc2c(cc1Br)OCO2 (stereo not drawn)	9	-7	4	0	-27	-15	24	2
24	CCCOc1c(OC)cccc1C1CC(=O)Nc2cc(OC)c(OC)c(OC)c21 (stereo not drawn)	2	-3	-10	1	9	0	18	14
25	N#Cc1ccccc1NC(=O)COc1ccc2c(c1)OCO2	-2	-5	-61	8	5	1	-29	-41
26	CCOc1ccc(S(=O)(=O)N2CCC(C(=O)N3CCCC3)CC2)cc1C	-1	-4	-15	6	3	7	-2	-9
27	COCCSc1nnc(NC(=O)C2CC(=O)N(c3ccccc3)C2)s1 (stereo not drawn)	11	-6	0	0	-6	-16	16	3
28	CCOC(=O)c1ccccc1NC(=O)Cc1c(C(=O)O)n(C)c2ccccc12	-2	4	-6	-4	-1	3	-1	13
29	c1ccc2sc(NCC3CCCO3)nc2c1 (stereo not drawn)	2	0	-93	-2	2	4	-90	-55
30	CN(CC(=O)Nc1ccccc1Cl)C(=O)COC(=O)c1cnccn1	3	7	10	9	-8	-2	0	-11
31	CC(=O)c1cccc(NC(=O)CSc2nnc(C(C)N(C)C)n2-c2ccc(F)cc2)c1 (stereo not drawn)	-4	-5	-3	-2	-1	11	-9	-14
32	O=C(COc1ccc(Cl)cc1)Nc1ccc2c(c1)CCC2	0	-1	-1	18	-2	20	-13	0
33	Cc1cc(C)n(-c2ccc(C(=O)NCC(=O)Nc3cc(Cl)ccc3Cl)cc2)n1	11	-4	4	-1	-4	15	13	-10
34	O=C(NCc1ccccc1)c1csc2c1CCCCC2	-3	-3	-13	-8	7	13	-7	-10
35	Cc1ccc(NC(=O)c2cc([N+](=O)[O-])ccc2N2CCOCC2)cc1C	2	0	-1	15	7	3	-15	2
36	COc1cc(CNCCc2ccccc2)cc(Cl)c1OCc1ccccc1	42	-9	4	18	-7	-3	9	12
37	Cc1nc2ccccc2n1CC(=O)N/N=C\c1ccccn1	-12	1	-1	9	-13	-3	10	-3
38	O=C(NCc1cccs1)c1cccnc1C(=O)O	17	5	-3	-2	-9	-79	10	3
39	CCn1c(CCNC(=O)c2ccc(Cl)cc2)n[nH]c1=S	0	-8	4	-12	3	-5	6	-27
40	O=C(COC(=O)c1ccc(S(=O)(=O)C(F)F)cc1)NC(=O)NC1CCCCC1	-2	-4	-2	15	-5	8	-17	-10
41	CN(N)c1nc(C(F)(F)F)nc2ccccc12	8	2	-8	1	3	4	14	0
42	Fc1ccccc1N1CCN(C2CCCN(Cc3ccccc3C(F)(F)F)C2)CC1 (stereo not drawn)	3	-4	2	9	0	-8	-9	49
43	O=C(Cc1ccc(S(=O)(=O)N2CCOCC2)s1)Nc1cc(Cl)ccc1Cl	35	-3	-15	-1	-28	1	1	13
44	CCOC(=O)c1sc(N2C(=O)C(O)=C(C(=O)c3ccco3)C2c2ccc(C)o2)nc1C (stereo not drawn)	-12	4	11	9	14	8	12	-10
45	COc1ccc(Br)cc1C(=O)Nc1ccc(N2CCN(S(C)(=O)=O)CC2)cc1	-9	-14	-16	1	-4	23	15	-14
46	CCSC1=C(C#N)C(c2ccc(OC)c(OC)c2)CC(=O)N1 (stereo not drawn)	-22	0	-4	-5	-4	-12	7	-1
47	Cc1ccccc1CN1C[C@@H]2C[C@@H](c3cn[nH]c3-c3ccc(F)cc3)N3CCC[C@@]23C1=O	3	8	-5	19	11	7	0	17
48	CC1CC(C)CN(C(=O)CSc2nc(Cc3cccs3)nc3ccccc23)C1 (stereo not drawn)	17	3	-6	5	-6	-4	-1	13
49	N#CCc1ccc(C(=O)c2ccccc2F)s1	-9	-1	-1	-1	4	4	2	0
50	O=C(CC1Sc2ccccc2NC1=O)c1ccc(Br)cc1 (stereo not drawn)	-7	-9	-47	-5	4	2	-20	-49
51	Cc1c(C(=O)N(Cc2nnc(-c3ccccc3Cl)o2)C2CC2)oc2ccccc12	17	7	-7	1	9	18	9	-1
52	CCC1=NN(C(=O)c2ccc(Cl)cc2)C(O)(c2ccccc2)C1 (stereo not drawn)	-7	-14	-15	48	11	10	8	-16
53	O=C(NNC(=O)C1CCN(S(=O)(=O)c2cccc(Cl)c2)CC1)C1CC1	16	0	-1	12	-9	-10	-34	1
54	COc1ccc(OC)c(/C=N/c2oc(-c3ccco3)c(-c3ccco3)c2C#N)c1	-4	-2	19	0	-2	13	9	4
55	N#Cc1ccc(C2=CC(=O)C[C@H](c3ccc(F)cc3)C2)cc1	-11	-10	-1	19	30	11	-4	-10
56	COc1ccccc1NC(=O)CN1CCN(c2ccccc2)CC1	8	0	9	8	6	-11	-18	-19
57	O=C(Nc1cccc(S(=O)(=O)NC2=NCCCCC2)c1)c1cc(-c2ccncc2)nc2ccccc12	-22	-5	-18	2	5	18	16	10
58	COc1ccc(/C=N/NS(=O)(=O)c2ccccc2)cc1OC(=O)c1ccc(C)cc1	-6	-4	10	6	-6	16	-11	12
59	COc1ccc(OCC(=O)Nc2cc(NC(=O)COc3ccc(OC)cc3)cc(C(=O)O)c2)cc1	-8	0	-14	1	-2	0	-54	3
60	O=c1c2cc(NC(=S)NCCCN3CCC(Cc4ccccc4)CC3)ccc2nc2n1CCCCC2	51*	-7	0	22	7	-1	-28	27

The list goes on.
No.	SMILES	UBC13 inh	SENP8 block	Jurkat NFkB inh	CCR6 antagonist	EBI2 antag	Apaf-1 inh	697 NFkB inh	Gli-Sufu antag
61	COc1ccc(/C=N/Nc2ncc(C(F)(F)F)cc2Cl)cc1OC	-10	0	7	12	-3	-5	-10	-3
62	CCN(CC)S(=O)(=O)c1cccc(NC(=O)COC(=O)/C=C/c2ccco2)c1	8	0	14	2	-3	2	13	-9
63	CCOC(=O)c1ccccc1NC(=O)COC(=O)C1CC(=O)N(CCc2ccccc2)C1 (stereo not drawn)	4	-8	15	6	0	18	15	-1
64	Cn1c(=O)c2ccccc2n(CC(=O)Nc2ccc3c(c2)OCCO3)c1=O	-2	-3	6	11	3	4	-17	-3
65	COC(=O)c1ccc(Oc2nc(NC(C)C)nc(N(C)C)n2)cc1	10	-7	9	6	12	10	1	7
66	CCOC(=O)N1CCc2c(sc(NC(=O)CN3CCN(C)CC3)c2C(=O)Nc2ccccc2)C1	4	-1	-1	9	-2	-7	10	0
67	CNc1csc(C)c(C)c1=O	-10	-13	-6	-3	-10	-14	-35	-2
68	CCOC(=O)C(NC(=O)c1ccccc1)(Nc1nnc(C)s1)C(F)(F)F (stereo not drawn)	2	1	-6	0	-5	5	2	2
69	Cc1ccc(S(=O)(=O)Nc2ccc3c(c2)CCC3)cc1C	-5	-6	8	11	4	27	-4	1
70	COC(=O)c1cc(C#N)c(NCc2ccccc2)nc1C	2	-6	-11	-11	3	14	-72	-13
71	COCCN1C(=O)N(c2ccccc2)C(=O)C1CC(=O)Nc1cc(OC)cc(OC)c1 (stereo not drawn)	-4	-7	7	22	10	-29	-10	-11
72	COc1ccccc1CN1CC(C(=O)N2CCCCO2)CCC1=O (stereo not drawn)	2	1	-18	-10	-8	-1	-29	-11
73	CC(c1ccccc1)C1CC(=O)N(c2ccc([N+](=O)[O-])cc2)C1=O (stereo not drawn)	0	1	10	10	-5	3	17	2
74	CC1CCC(C(C)C)C(OCC(O)CNC(C)(C)C)C1 (stereo not drawn)	4	-5	-1	-1	8	-3	-4	16
75	CN1CCN(c2ccc(NC(=O)c3ccc(C#N)cc3F)cc2Cl)CC1	5	-2	-19	-7	4	-11	-14	-12
76	COc1cccc(CN2CCNC(=O)C2CC(=O)N(C)Cc2cnccn2)c1OC (stereo not drawn)	-3	-4	8	-5	-8	0	10	-25
77	N#Cc1cnc(N)c(Br)c1	9	1	-8	5	-1	4	-14	1
78	O=[N+]([O-])c1ccc(O)c(CSc2nnnn2-c2ccccc2)c1	-1	3	15	18	-5	4	12	11
79	CCC(=O)N1CCCc2cc(S(=O)(=O)N3CCC(N4CCCCC4)CC3)ccc21	6	0	-43	22	0	10	-55	21
80	CCCCCC(=O)Nc1cccc(-c2nc3ncccc3o2)c1	8	-2	5	14	-8	-5	-4	-15
81	CCOc1nc(C)ccc1-c1noc(-c2ccncc2)n1	-10	-11	-15	8	-5	6	-30	-14
82	N#CCCN(Cc1cccnc1)C(=S)NC1CC2C=CC1C2 (stereo not drawn)	6	-8	9	8	-13	-14	13	6

Gathered by group: the entries above containing bromine.
No.	SMILES	UBC13 inh	SENP8 block	Jurkat NFkB inh	CCR6 antagonist	EBI2 antag	Apaf-1 inh	697 NFkB inh	Gli-Sufu antag
10	Cc1nc(CSc2ccc(Br)cc2)cs1	5	-1	-13	8	6	3	-15	-15
23	COCCOC(=O)C1=C(C)NC2=C(C(=O)CCC2)C1c1cc2c(cc1Br)OCO2 (stereo not drawn)	9	-7	4	0	-27	-15	24	2
45	COc1ccc(Br)cc1C(=O)Nc1ccc(N2CCN(S(C)(=O)=O)CC2)cc1	-9	-14	-16	1	-4	23	15	-14
50	O=C(CC1Sc2ccccc2NC1=O)c1ccc(Br)cc1 (stereo not drawn)	-7	-9	-47	-5	4	2	-20	-49
77	N#Cc1cnc(N)c(Br)c1	9	1	-8	5	-1	4	-14	1

Source: PubChem

Not all compounds are listed (hit frequency here may not be typical).
